CASP6 VEID inh: caspase-6 (human) enzyme inhibition; purified caspase-6, Z-VEID-R110 cleavage fluorescence; inhibition, % at 12.5 µM; hit rate 0.53% among 350,000; AID 686996;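 active means mean inhibition across replicates at least about 35%, with every replicate also reaching that limit, limit read from the data; inconclusive means only one of the two criteria met; inactive means neither criterion met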;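 further: 0% = median of neutral control wells and 100% = no fluorescence left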
PglD DTNB: inhibitors of Campylobacter jejuni PglD acetyltransferase; purified PglD enzyme, DTNB colorimetric CoA detection; inhibition, % at 12.5 µM; hit rate 0.098% among 360,000; AID 602405; in the data active means inhibition above about 16%, passing the limit was not always enough; inconclusive means no clear call, values can overlap the other calls; further: strong numbers were not always called active
RAD52 inh: blocks human RAD52 DNA annealing | recombinant RAD52 DNA annealing, FRET fluorescence | inhibition, % at 18.7 µM | hit rate 0.46% among 360,000;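 active means every replicate showing at least 50% inhibition; inconclusive means mean inhibition at least 50% but not in every replicate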
ERp5 inh: inhibitors of human ERp5 | AID 651711 | Q15084 | hit rate 0.05% among 350,000 | inhibition, % at 9.99 µM | ERp5 insulin aggregation, absorbance 650 nm, 90 min;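 active means mean replicate inhibition above about 25%, with every replicate also reaching it, limit read from the data, passing the limit was not always enough; inconclusive means only one of those two criteria met; inactive means neither criterion met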
Target sequence (Q15084 whole entry, looked up): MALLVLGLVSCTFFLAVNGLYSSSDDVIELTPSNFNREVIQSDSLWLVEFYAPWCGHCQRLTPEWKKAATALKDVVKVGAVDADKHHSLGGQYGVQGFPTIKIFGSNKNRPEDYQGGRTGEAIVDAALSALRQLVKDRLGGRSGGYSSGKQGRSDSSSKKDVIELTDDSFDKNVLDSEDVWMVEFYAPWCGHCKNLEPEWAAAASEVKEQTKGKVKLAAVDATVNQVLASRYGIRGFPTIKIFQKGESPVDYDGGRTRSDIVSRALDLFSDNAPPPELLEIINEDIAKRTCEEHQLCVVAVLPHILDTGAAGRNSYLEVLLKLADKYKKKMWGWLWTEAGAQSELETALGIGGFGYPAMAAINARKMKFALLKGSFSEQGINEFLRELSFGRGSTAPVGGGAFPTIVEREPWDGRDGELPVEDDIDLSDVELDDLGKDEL
esBAF inh: inhibitors of esBAF chromatin remodeling in mouse ES cells; Bmi1-luciferase knock-in reporter, 24 h; 100% = twice the neutral-well signal; reporter increase, % at 12.5 µM; hit rate 2% among 350,000; in the data active means activation above about 40%; inconclusive means no clear call, values can overlap the other calls;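 further: 0% = median of the plate's neutral control wells and 100% = double that signal; a rise in the Bmi1 reporter signal indicates esBAF inhibition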
RAD54 branch: RAD54 (human) branch migration inhibition; Q92698; RAD54 Holliday junction branch migration, FAM/BHQ fluorescence; inhibition, % at 10.4 µM; hit rate 0.14% among 360,000; AID 602329;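 active means mean normalized replicate activity at least 40 and at least half of replicates scoring 40 or more; inconclusive means only one of the two criteria met; inactive means mean below 40 and under half of replicates reaching 40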;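 further: 0% = median of neutral control wells and 100% = median of positive control wells; inhibitors cause a drop in the FAM fluorescence signal; in these data hits start at about 50%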
ARNT TACC3 PPI: ARNT/TACC3 interaction disruption. Q9Y6A5. AlphaScreen His-ARNT PAS-B/GST-TACC3 binding, luminescence; TACC3 fragment carries E629A point mutation. inhibition, % at 9.99 µM. hit rate 0.66% among 390,000. AID 623870;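 active means mean inhibition of replicates at least 50% and at least half of replicates each reaching 50%; inconclusive means half or more replicates reach 50% but mean below 50%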;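 further: 0% = complete ARNT plus TACC3 wells and 100% = ARNT alone without TACC3; many hits fall short of the cut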
E-selectin induc: E-selectin induction on HUVECs. HUVEC E-selectin immunofluorescence imaging; normalized: neutral wells 0, TNF-alpha wells 100. activation, % at 7.58 µM. hit rate 0.37% among 260,000. AID 686992;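 active means mean E-selectin-positive cell signal at least 10% of the positive control, reached in at least 60% of replicates, without over 20% cell loss; inconclusive means no rule given, readout overlaps actives, possibly toxicity-flagged; inactive means the rest, including those meeting only one limit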;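 further: in these data hits start at about 27%; measured in HUVEC primary endothelial cells; signal is the percent of cells scored E-selectin positive by PE staining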
Target sequence (P16581 whole entry, looked up): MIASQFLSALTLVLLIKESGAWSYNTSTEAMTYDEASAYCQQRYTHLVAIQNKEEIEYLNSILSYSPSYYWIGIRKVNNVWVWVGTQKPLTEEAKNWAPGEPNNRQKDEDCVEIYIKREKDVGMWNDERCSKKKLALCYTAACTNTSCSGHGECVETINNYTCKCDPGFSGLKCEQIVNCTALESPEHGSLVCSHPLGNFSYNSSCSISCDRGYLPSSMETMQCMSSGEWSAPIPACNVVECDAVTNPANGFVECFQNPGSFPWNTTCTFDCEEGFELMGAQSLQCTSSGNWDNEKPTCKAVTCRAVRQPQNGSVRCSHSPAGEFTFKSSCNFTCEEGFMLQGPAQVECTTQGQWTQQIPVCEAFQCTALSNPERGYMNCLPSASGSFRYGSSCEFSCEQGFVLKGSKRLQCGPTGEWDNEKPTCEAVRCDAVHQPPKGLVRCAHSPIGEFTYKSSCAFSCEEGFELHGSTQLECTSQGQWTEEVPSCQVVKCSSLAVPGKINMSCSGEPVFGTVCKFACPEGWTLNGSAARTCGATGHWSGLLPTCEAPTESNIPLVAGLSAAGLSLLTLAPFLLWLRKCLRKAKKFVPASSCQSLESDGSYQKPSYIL
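Read-out basis: % PE-positive cells; Test system: HUVEC primary endothelial cells; Technique: immunofluorescence imaging; Dosing: single-point compound dose.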
* marks the source's active call; other numbers are inactive results; u = inconclusive; x = no result given.

SMILES,CASP6 VEID inh,PglD DTNB,RAD52 inh,ERp5 inh,esBAF inh,RAD54 branch,ARNT TACC3 PPI,E-selectin induc
NS(=O)(=O)c1ccc(-n2cccc2C=O)cc1,0,x,-12,2,x,x,-6,x
CN(C)CC(=O)N1[C@@H]2c3ccc(C4=CCCCC4)c(=O)n3C[C@@H]2[C@@H](CO)[C@@H]1C(=O)Nc1nccs1,4,0,-8,2,0,6,6,0.0
COc1ccccc1N1CCN(C(CNC(=O)c2ccc3c(c2)OCO3)c2cccnc2)CC1 (centres undefined),x,-1,x,x,20,-6,-3,x
CC1Cc2ccccc2N1C(=O)CSc1nnc(-c2ccc(S(=O)(=O)N3CCCC3)cc2)n1C (centres undefined),x,2,x,x,-1,-2,-3,x
COc1cccc(C(=O)O/N=C(\C)c2cnccn2)c1,2,x,-3,2,x,x,11,x
CCCOC(=O)C1C2C=C[C@]3(CN(CCc4ccccc4)C(=O)[C@H]13)O2 (some centres undefined),x,2,x,x,-7,6,1,x
COc1cc(CCC(=O)Nc2ncc(C)s2)cc(OC)c1OC,-3,1,-13,-6,-11,-7,5,x
O=C(Nc1ccc(C(=O)N2CCCCC2)cc1)c1cccs1,-1,2,-12,1,0,4,21,0.4
Cc1cccc2cc(COC(=O)C(C)(C)C)c(=O)[nH]c12,x,3,x,x,2,0,-5,x
CO[C@@H]1CN(C)C(=O)c2ccc(NC(C)=O)cc2OC[C@@H](C)N(C(=O)c2ccccn2)C[C@@H]1C,4,2,9,0,-1,5,0,0.0
CCC(CC)COC(=O)C1=C(C)NC(=O)NC1c1ccc([N+](=O)[O-])cc1 (centres undefined),1,-6,-8,1,-3,-1,1,x
CCCNC(=O)N(C)C[C@@H]1Oc2ncc(-c3ccc(C(=O)N(C)C)cc3)cc2C(=O)N([C@H](C)CO)C[C@@H]1C,7,-2,9,8,-2,4,-5,x
C[C@@H]1CCCCO[C@@H](CN(C)S(=O)(=O)c2cccs2)[C@H](C)CN([C@H](C)CO)C(=O)c2cc(NC(=O)Nc3ccc(C(F)(F)F)cc3)ccc2O1,0,3,-1,9,6,-6,21,0.4
O=C(Nc1ccon1)c1sc2ccccc2c1Cl,x,-4,x,x,49*,3,0,x
COc1ccc(CN(C)C[C@H]2Oc3ccc(NS(=O)(=O)c4cn(C)cn4)cc3C(=O)N([C@@H](C)CO)C[C@@H]2C)cc1,2,-1,-4,-8,-3,11,-4,-2.4
CCS(=O)(=O)N1CCN(C(=O)c2ccco2)CC1,0,-2,-13,3,2,3,-1,x
Cc1ccc(NC(=O)CN2CCN(C(=O)C3CC3)CC2)c(F)c1,0,2,-5,-11,-3,1,x,0.0
CC(C)(C)NC(=O)C(c1ccc(F)cc1)N(Cc1cccs1)C(=O)c1ccc(CN2CCOCC2)o1 (centres undefined),5,x,-10,-5,x,x,4,0.0
O=C(C[C@H]1C[C@H]2c3cc(NC(=O)CC4CC4)ccc3O[C@H]2[C@@H](CO)O1)NCC1CC1,17,0,-12,-3,-4,-15,-1,0.0
CC(OC(=O)C1=COCCO1)C(=O)c1ccc(Br)cc1 (centres undefined),-1,1,5,0,4,2,-5,-0.1
C[C@@H]1CCCCO[C@@H](CN(C)S(=O)(=O)c2ccc(F)cc2)[C@@H](C)CN([C@@H](C)CO)C(=O)c2cc(NC(=O)Cc3ccccc3)ccc2O1,x,-3,x,x,15,-3,-2,0.8
CCCC#Cc1ccc([C@@H]2[C@H](C#N)N(S(=O)(=O)c3cccc(F)c3)[C@H]2CO)cc1,-2,2,-98,2,-1,6,18,0.4
O=C(N/N=C/c1ccc(-c2ccc(Cl)c(C(=O)O)c2)o1)c1cc2c(ccc3ccccc32)o1,32,x,-208,8,x,x,-5,1.7
COc1cccc(NC(=O)CC2C(=O)NC3CCCCC3N2C(=O)c2ccc(F)cc2)c1 (centres undefined),0,6,-2,3,-4,3,14,x
COc1cccc(CNc2cnc3ccccc3c2)c1O,x,1,x,x,u,3,20,x
O=C(Nc1ccc2c(c1)OCCO2)c1ccccc1,1,0,3,6,-10,-3,1,x
Cc1[nH]nc2c1C(c1cc(Br)cs1)C(C#N)=C(N)O2 (centres undefined),3,x,-26,6,x,x,-1,x
CCOC(=O)N/N=C/c1ccc(F)cc1F,0,x,9,-1,x,x,0,-2.0
O=C(c1ccccc1F)N1C[C@@H]2[C@H](c3ccccc31)[C@H](CO)N2C(=O)c1ccncc1,2,1,4,-6,1,-8,3,0.1
NC(=O)CSc1nnc(-c2ccccc2)c(-c2ccccc2)n1,0,5,-13,4,-4,6,2,x
C[C@H](CO)N1C[C@H](C)[C@@H](CN(C)S(=O)(=O)c2cccs2)Oc2ccc(NC(=O)Cc3cn(C)c4ccccc34)cc2CC1=O,-2,-1,17,3,5,3,23,0.1
CCC(C)c1ccc(NC(=S)NC(C)C2CCCO2)cc1 (centres undefined),-1,x,7,1,x,x,1,x
O=C(c1ccccc1)c1nc[nH]c1C(=O)Nc1ccccc1,x,-3,x,x,-4,4,0,x
COc1cc2ccnc(Cc3cccc(OC)c3OC)c2cc1OC,17,x,-1,-5,x,x,6,x
Cc1cc(C)cc(Oc2ccc(S(=O)(=O)N3CCN(C)CC3)cn2)c1,-1,-7,-6,3,1,-13,-7,-0.8
CCOC(=O)c1c(C)[nH]c(C(=O)COC(=O)c2ccccn2)c1C,x,5,x,x,-3,-1,0,x
CCN(CC)S(=O)(=O)c1cccc(-c2n[nH]c(=S)n2/N=C/c2ccc(OC(F)F)cc2)c1,-3,x,-8,8,x,x,11,x
COc1ccc(N2CCN(C(=O)CN(C)S(=O)(=O)c3cccs3)CC2)cc1,-1,4,-11,4,3,-1,33,x
CCOc1ccc(CCNC(=O)c2cc3c(s2)CS(=O)(=O)C3)cc1OCC,-2,-4,-26,2,2,-6,0,x
CC(=O)N1CC(=O)N2[C@@H](CO)[C@H](c3ccc(-c4ccc(C)cc4)cc3)[C@@H]2C1,1,x,8,-3,x,x,x,-0.2

A different layout for two compounds above:
Below each SMILES: CASP6 VEID inh, PglD DTNB, RAD52 inh, ERp5 inh, esBAF inh, RAD54 branch, ARNT TACC3 PPI, E-selectin induc
COc1cccc(CNc2cnc3ccccc3c2)c1O
 : x, 1, x, x, u, 3, 20, x
Cc1cc(C)cc(Oc2ccc(S(=O)(=O)N3CCN(C)CC3)cn2)c1
 : -1, -7, -6, 3, 1, -13, -7, -0.8

Further structures.
SMILES,CASP6 VEID inh,PglD DTNB,RAD52 inh,ERp5 inh,esBAF inh,RAD54 branch,ARNT TACC3 PPI,E-selectin induc
CC(=O)c1c(O)c2cccc3c2n(c1=O)CCC3,3,2,-2,1,0,0,-3,x
O=C(COC(=O)/C=C/c1cccc([N+](=O)[O-])c1)NCC1CCCO1 (centres undefined),1,x,-9,-8,x,x,1,x
C/C=C(/C)C(=O)Nc1cccc(C2=NOC3(C2)C[C@@H](C(N)=O)N(C(=O)C2(C)CC2)C3)c1 (some centres undefined),-3,1,-17,-2,-1,2,1,-0.1
CCn1c(NC(=O)C(C)C)c(-c2cccs2)c(=O)c2ccccc21,2,x,1,-5,x,x,-5,1.1
CC(C)(C)c1ccc(CC(=O)N2CCC2(C)C(=O)NS(=O)(=O)c2ccc3c(c2)CCO3)cc1 (centres undefined),2,1,-12,3,-1,1,x,-0.1
O=C(O)CC(SCC(=O)Nc1ccccc1)C(=O)O (centres undefined),-1,x,5,-1,x,x,-8,x
COc1ccc(S(=O)(=O)N2CCCCC2)cc1NC(=O)C1CC1C (centres undefined),5,-5,-3,-8,6,3,20,x
COc1ccc(S(=O)(=O)N(C)C[C@@H]2Oc3c(NC(=O)c4ccncc4)cccc3C(=O)N([C@H](C)CO)C[C@@H]2C)cc1,1,0,-6,1,-2,-5,2,-3.1
COC(=O)c1sc2cc(C(F)(F)F)cnc2c1-c1cccnc1,x,-4,x,x,-4,12,-4,-2.0
COc1cc2cc(Br)cc(Br)c2nc1C,x,-6,x,x,-3,4,-4,x
Cn1c(-c2cccc(OCc3ccccc3)c2)nc2c1c(=O)[nH]c(=O)n2Cc1ccccc1,x,-3,x,x,-3,3,-1,x
C#CCn1c(CCNC(=O)c2ccco2)nc2ccccc21,-1,-3,-11,2,-2,-8,15,0.5
Cc1ccc(Nc2nc3nonc3nc2N(C)C)cc1,x,2,x,x,-1,0,-1,x
C=CCn1c(Oc2cccc(C)c2)nc2c1c(=O)n(C)c(=O)n2C,-5,5,-8,-1,-3,2,0,0.1
COc1ccc(N2CCN(C(=O)CCNS(=O)(=O)c3cc(Br)cnc3N)CC2)cc1,x,-1,x,x,13,-9,19,x
O=C(O)c1ccccc1-c1ccccc1C(=O)Nc1ccc(OC(F)(F)F)cc1,7,0,12,u,-6,0,7,x
Cc1c(C(=O)NCc2cccnc2)oc2ccc(S(=O)(=O)N3CC(C)CC(C)C3)cc12 (centres undefined),-1,-3,-9,-9,7,-6,-10,x
COc1ccc(S(=O)(=O)N(C)C[C@@H]2OCCCC[C@H](C)Oc3ccc(NC(=O)C4CCCCC4)cc3C(=O)N([C@H](C)CO)C[C@H]2C)cc1,-1,0,-8,0,8,-10,-3,0.0
CCCNC(=O)N1CC(=O)N2[C@H](CO)[C@H](c3ccc(C#Cc4cccc(OC)c4)cc3)[C@@H]2C1,-1,x,2,2,x,x,x,0.1
COc1ccc(CN2C[C@H](C)[C@@H](OC)CN(C)C(=O)c3ccc(NC(=O)c4nc5ccccc5s4)cc3OC[C@@H]2C)cc1,0,-1,-15,49,31,-2,23,0.0
CCCC(=O)Nc1ccc(NC(=O)C23CC4CC(CC(C4)C2)C3)cn1,x,-2,x,x,5,-3,-18,x
CCOc1ccc2nc(SCC(=O)NC(=O)NCc3ccco3)sc2c1,x,10,x,x,5,-7,-24,x
C[C@@H]1CN([C@H](C)CO)C(=O)Cc2cc(NC(=O)Nc3cccc4ccccc34)ccc2O[C@H]1CN(C)C(=O)Nc1ccc(C(F)(F)F)cc1,-1,-4,12,0,-3,-3,-2,0.8
O=C(C1=NN[C@@H]2C(=O)N(c3ccccc3C(F)(F)F)C(=O)[C@H]12)c1cnccn1,1,x,-33,-3,x,x,-2,27*
CCN(CC)CC(=O)Nc1c2c(nc3ccccc13)N(C)CC2,-8,1,-7,4,-3,31,-11,x
COc1cccc(C(=O)OCC(=O)NC(=O)NC2CCCC2)c1O,2,x,-13,-3,x,x,13,x
Cc1ccc(NC(=O)CN2C(=O)CN(C)C2=O)cc1S(=O)(=O)N1CCCCC1,0,x,-3,-2,x,x,-3,x
O=C(O)CCCC(=O)Nc1ccccc1C(=O)N1CCOCC1,-2,x,-6,6,x,x,x,-0.8
CC1CCCCC1NC(=O)CO/N=C/c1ccccc1OC(F)F (centres undefined),-3,x,-2,-8,x,-13,-9,x
COc1ccc(-c2ccc([C@H]3[C@@H]4C=CCC[C@@]4(C)C(=O)N3Cc3ccccc3)c(F)c2)cc1,-2,-5,-20,4,-4,7,2,-0.1
COc1cccc(C=NNC(=O)C2CC2)c1,1,7,-11,-1,14,3,-8,1.2
CCC(NC(=S)NCc1ccc(F)cc1)c1ccc(C(C)C)cc1 (centres undefined),0,2,-9,7,3,1,-4,-0.1
COC(=O)C1=C(C)NC(C)=C(C(=O)OC)C1C1CC=CCC1 (centres undefined),x,-1,x,x,4,-7,-5,x

Source: PubChem
